CCR6 antag – CCR6 receptor antagonists, primary screen, cell-based, CHO-K1, luminescence, beta-arrestin, uHTS | CHO-K1 CCR6 PathHunter beta-arrestin, CCL20-stimulated | actives 0.49% (n = 340,000) | inhibition, % at 20 µM;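 active means compounds whose inhibition of the agonist-driven luminescence signal at 20 µM reaches about 50%, limit read from the data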;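 further: cells stimulated with CCL20 at 14 nM final; plate controls were DMSO with CCL20 for no effect and DMSO without agonist for full effect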
EBI2 block – EBI2 receptor antagonists, beta-arrestin recruitment, primary screen, cell-based, luminescence, 7a,25-OHC stimulation, uHTS | G-protein coupled receptor 183 (Homo sapiens), P32249 | 7a,25-OHC stimulated | inhibition, % at 5 µM | actives 0.81% (n = 360,000) | AID 651636, 2012; in the data active means inhibition above about 38%;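 further: enzyme fragment complementation signal reports receptor beta-arrestin coupling in cells; 0% = agonist plus DMSO wells and 100% = wells without agonist; some results beyond the cut were filed as inactive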
Target sequence (P32249 whole entry, looked up, the tested form may be a part): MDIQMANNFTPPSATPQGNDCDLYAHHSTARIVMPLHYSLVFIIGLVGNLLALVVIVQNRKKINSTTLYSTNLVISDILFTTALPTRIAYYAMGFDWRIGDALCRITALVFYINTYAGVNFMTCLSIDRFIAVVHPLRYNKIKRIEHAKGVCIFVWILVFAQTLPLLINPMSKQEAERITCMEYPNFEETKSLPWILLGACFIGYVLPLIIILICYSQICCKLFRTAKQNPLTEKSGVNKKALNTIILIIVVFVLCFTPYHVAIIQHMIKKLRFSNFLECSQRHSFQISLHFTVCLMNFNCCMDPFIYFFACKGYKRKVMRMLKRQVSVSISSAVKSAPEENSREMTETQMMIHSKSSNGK
UBC13 polyUb – UBC13 polyubiquitin chain formation inhibitors, primary screen, biochemical, TR-FRET, uHTS. Ubiquitin-conjugating enzyme E2 N (Homo sapiens), P61088. inhibition, % at 20 µM. actives 0.47% (n = 330,000). AID 485273, 2010; in the data active means inhibition above about 45%, passing the limit was not always enough
ATG4B inhibitor – ATG4B protease inhibitors, primary screen, biochemical, fluorescence, uHTS; Cysteine protease ATG4B (Homo sapiens), Q9Y4P1; ATG4B cleavage of LC3-PLA2, NBD-HPC fluorescence, 1 h; inhibition, % at 8.33 µM; actives 0.51% (n = 340,000); AID 504462, 2011; in the data active means inhibition above about 40%
APJ antag – antagonists of human apelin receptor APJ, primary screen, CHO-K1 cells, beta-arrestin complementation, luminescence; actives 0.32% (n = 330,000); P35414; inhibition, % at 20 µM;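 active means inhibition above about 40% at 20 µM, limit read from the data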;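 further: cells challenged with 10 nM apelin-13 agonist together with compound; plate controls were apelin-13 plus DMSO wells for no effect and DMSO wells lacking apelin-13 for full effect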
Target sequence (P35414 whole entry, looked up): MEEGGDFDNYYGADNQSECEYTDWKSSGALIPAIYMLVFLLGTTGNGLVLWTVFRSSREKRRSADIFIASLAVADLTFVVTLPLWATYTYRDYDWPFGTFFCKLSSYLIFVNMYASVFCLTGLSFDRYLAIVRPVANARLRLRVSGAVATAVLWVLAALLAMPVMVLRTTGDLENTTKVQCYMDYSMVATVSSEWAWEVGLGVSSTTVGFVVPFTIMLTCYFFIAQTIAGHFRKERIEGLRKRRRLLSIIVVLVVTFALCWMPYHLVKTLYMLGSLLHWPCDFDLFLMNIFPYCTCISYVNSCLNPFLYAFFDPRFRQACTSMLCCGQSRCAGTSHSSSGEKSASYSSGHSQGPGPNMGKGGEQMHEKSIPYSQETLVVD
CXCR6 block – CXCR6 receptor inhibitors, primary screen, cell-based, beta-arrestin, luminescence, CHO-K1 PathHunter, 1536-well | inhibition, % at 20 µM | actives 0.36% (n = 360,000) | AID 602244, 2012; in the data active means inhibition above about 34%, passing the limit was not always enough;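 further: antagonist mode with CXCL16 agonist at 10 nM final; 0% = 10 nM CXCL16 with DMSO and 100% = unstimulated wells without agonist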
Gli-Sufu block – Gli-Sufu pathway antagonists, primary screen, luciferase luminescence, Sufu-KO-LIGHT cells, uHTS | Sufu-KO-LIGHT fibroblasts, Gli luciferase reporter luminescence | inhibition, % at 5 µM | actives 0.74% (n = 340,000) | AID 588413, 2011;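 active means inhibition above about 55%, limit read from the data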;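 further: 0% = DMSO-treated cells and 100% = wells with medium but no cells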
APJ ag – agonists of human apelin receptor APJ, primary screen, CHO-K1 cells, PathHunter beta-arrestin, luminescence | 0% DMSO wells, 100% apelin | actives 0.11% (n = 330,000) | AID 2520, 2010 | P35414 | activation, % at 20 µM;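 active means activation more than six SD over the plate average, tested at 20 µM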;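 further: 0% = DMSO alone and 100% = apelin-13 at 10 nM; some results filed as inactive read as strong as hits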
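Assay system – PathHunter CHO-K1 APJ (AGTRL-1) beta-arrestin reporter cells · Compound – one dose, 20 µM compound, 1% DMSO · Timing – compound 90 min 25 °C, reagent 1 h · Measured by – luminescence from split beta-galactosidase complementation, Galacton Star/Emerald II substrate · Measure – beta-arrestin recruitment to APJ as agonist activity, luminescent signal · Benchmarks – DMSO vs Apelin-13 10 nM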
* hit, by the source's call.

Start of the data: the first 2 entries (preview)
#1 N#Cc1cc(N2CCCCC2)c([N+](=O)[O-])cc1C#N
#2 Cc1cc(C)cc(OCC(=O)OCC(=O)N(CC(C)C)c2c(N)n(Cc3ccccc3)c(=O)[nH]c2=O)c1

Compound	1	2
Gli-Sufu block	25	7
ATG4B inhibitor	-8	12
APJ ag	-1	1
APJ antag	-12	11
CXCR6 block	4	-2
EBI2 block	4	3
UBC13 polyUb	-39	-6
CCR6 antag	-9	12

All compounds of this part, from the first entry:
#1 N#Cc1cc(N2CCCCC2)c([N+](=O)[O-])cc1C#N
#2 Cc1cc(C)cc(OCC(=O)OCC(=O)N(CC(C)C)c2c(N)n(Cc3ccccc3)c(=O)[nH]c2=O)c1
#3 CN(CC(=O)NC1CCCCCCC1)S(=O)(=O)c1cccc2cccnc12
#4 S=c1[nH]nc(COc2ccccc2)n1/N=C/c1cccnc1
#5 Cc1ccccc1OCc1nnc(SCC(=O)Nc2ccc3c(c2)OCO3)n1C

Compound	1	2	3	4	5
Gli-Sufu block	25	7	1	7	12
ATG4B inhibitor	-8	12	-1	5	6
APJ ag	-1	1	0	0	-4
APJ antag	-12	11	2	11	11
CXCR6 block	4	-2	2	4	-6
EBI2 block	4	3	-6	7	5
UBC13 polyUb	-39	-6	1	7	5
CCR6 antag	-9	12	-4	13	8

Record cards (already shown). Order of values: Gli-Sufu block	ATG4B inhibitor	APJ ag	APJ antag	CXCR6 block	EBI2 block	UBC13 polyUb	CCR6 antag
S=c1[nH]nc(COc2ccccc2)n1/N=C/c1cccnc1 is listed as 7	5	0	11	4	7	7	13
Cc1ccccc1OCc1nnc(SCC(=O)Nc2ccc3c(c2)OCO3)n1C is listed as 12	6	-4	11	-6	5	5	8
CN(CC(=O)NC1CCCCCCC1)S(=O)(=O)c1cccc2cccnc12 is listed as 1	-1	0	2	2	-6	1	-4
N#Cc1cc(N2CCCCC2)c([N+](=O)[O-])cc1C#N is listed as 25	-8	-1	-12	4	4	-39	-9
Cc1cc(C)cc(OCC(=O)OCC(=O)N(CC(C)C)c2c(N)n(Cc3ccccc3)c(=O)[nH]c2=O)c1 is listed as 7	12	1	11	-2	3	-6	12

Carrying on.
#6 CCN(C(=O)COC(=O)c1ccco1)c1c(N)n(Cc2ccccc2)c(=O)[nH]c1=O
#7 COCc1nn2c(N)c(C#N)cnc2c1-c1ccccc1
#8 N=c1c(S(=O)(=O)c2ccc(Cl)cc2)cc2c(=O)n3ccccc3nc2n1CCN1CCOCC1
#9 O=C(CCc1ccccc1)NNC(=O)c1ccccc1C(=O)O
#10 O=C(CCc1ccccn1)N1CCCC(Nc2ccc(F)cc2)C1 (stereo unspecified)

Compound	6	7	8	9	10
Gli-Sufu block	-14	2	12	1	1
ATG4B inhibitor	2	7	-6	1	-2
APJ ag	6	1	-1	0	-6
APJ antag	-4	18	-6	9	-8
CXCR6 block	-8	4	8	-8	4
EBI2 block	-8	-1	-16	-8	7
UBC13 polyUb	-9	0	8	4	0
CCR6 antag	-5	-1	12	4	-2

#11 CCOC(=O)N1CCN(C(=S)NC(=O)c2ccc(Br)cc2)CC1
#12 CN(C)c1ccc(/C=N/N(CCC#N)C2=NS(=O)(=O)c3ccccc32)cc1
#13 COc1ccc(N(C(=O)c2ccco2)C(C(=O)NC2CCCC2)c2cc(OC)c(OC)c(OC)c2)cc1 (stereo unspecified)
#14 CCN(CCO)C(=O)CC1C(=O)NCCN1Cc1c(F)cccc1Cl (stereo unspecified)
#15 Cc1ccc2cc(C)c3nnc(SCc4ccc(C(=O)O)cc4)n3c2c1C

Compound	11	12	13	14	15
Gli-Sufu block	2	31	-9	24	-2
ATG4B inhibitor	0	-8	1	0	-10
APJ ag	0	-1	-3	-2	-5
APJ antag	9	19	10	-4	-13
CXCR6 block	4	14	5	-3	-9
EBI2 block	4	8	0	-5	-16
UBC13 polyUb	-4	-16	4	19	0
CCR6 antag	20	15	-1	1	1

#16 Cc1cc(SCC(=O)Nc2ccccc2)nc(C)n1
#17 O=C1NC(=O)/C(=C/c2cccc3ccccc23)S1
#18 COC(CNC(=O)c1cccc(-n2c(=S)[nH]c3cc(Cl)ccc3c2=O)c1)OC
#19 O=C(O)Cc1ccc(O)cc1
#20 O=C(Nc1cccc(S(=O)(=O)N2CCCCC2)c1)c1ccc2ccccc2n1

Compound	16	17	18	19	20
Gli-Sufu block	-4	-17	-4	6	-5
ATG4B inhibitor	5	8	3	0	-9
APJ ag	1	0	-2	-4	1
APJ antag	7	2	8	-3	-11
CXCR6 block	-4	-10	-1	-11	13
EBI2 block	1	-17	7	7	17
UBC13 polyUb	-2	-8	20	7	4
CCR6 antag	-1	2	8	8	11

#21 O=C(c1cc(-c2ccccc2)nc2ccccc12)N1CCc2ccccc2C1
#22 Cc1ccc(/C=N/NC(=O)CSc2ccccn2)o1
#23 O=C(Nc1cccc(S(=O)(=O)N2CCCCC2)c1)C1CC(=O)N(Cc2ccccc2)C1 (stereo unspecified)
#24 Cc1ccc(N2CCCn3c2cc(C)c(C#N)c3=O)cc1C
#25 CCC1(CC)NC(=O)N(CC(=O)OC(C)C(=O)Nc2ccc(Cl)cn2)C1=O (stereo unspecified)

Compound	21	22	23	24	25
Gli-Sufu block	5	0	0	17	-12
ATG4B inhibitor	33	-3	-8	-3	1
APJ ag	-1	3	-1	-2	-2
APJ antag	11	-21	8	-1	15
CXCR6 block	7	5	-4	-10	3
EBI2 block	0	-2	5	8	-12
UBC13 polyUb	6	-6	-1	-4	-6
CCR6 antag	17	0	11	2	-2

#26 O=C(NCC1CCCN1S(=O)(=O)c1cccs1)c1ccc(Cl)cc1 (stereo unspecified)
#27 O=C(Cc1ccc(Br)cc1)N/N=C/c1cccnc1
#28 CCCNc1c(NC(=O)c2ccc3c(c2)OCO3)c(=O)oc2ccccc12
#29 CCOc1ccccc1NC(=O)CN1CCC(NC(=O)Nc2ccccc2)CC1
#30 C/C(=N/N=C/c1ccc(N(C)C)cc1)c1ccccc1
#31 CC1(C)CC(=O)C(C(=O)c2ccccc2)C(=O)C1
#32 O=C(CCc1ccccc1)NNC(=O)Nc1ccc(Br)cc1
#33 Cc1cccn2c(=O)c(/C=C(\C#N)S(=O)(=O)c3ccc(Cl)cc3)c(N3CCC(C(N)=O)CC3)nc12

Compound	26	27	28	29	30	31	32	33
Gli-Sufu block	9	-10	-11	1	-33	-3	-12	4
ATG4B inhibitor	-10	-14	3	-3	11	3	0	4
APJ ag	-4	4	3	0	-1	1	-5	0
APJ antag	3	-2	-27	-19	6	12	2	27
CXCR6 block	3	-6	-4	1	0	-2	-6	0
EBI2 block	6	6	-5	5	-2	0	-1	-5
UBC13 polyUb	-4	1	-5	28	8	-10	6	15
CCR6 antag	13	0	3	18	10	4	11	-1

Only ATG4B inhibitor and APJ ag (3 entries from above):
# | Compound | ATG4B inhibitor | APJ ag
28 | CCCNc1c(NC(=O)c2ccc3c(c2)OCO3)c(=O)oc2ccccc12 | 3 | 3
29 | CCOc1ccccc1NC(=O)CN1CCC(NC(=O)Nc2ccccc2)CC1 | -3 | 0
30 | C/C(=N/N=C/c1ccc(N(C)C)cc1)c1ccccc1 | 11 | -1

Assay outcomes deposited in PubChem BioAssay by Sanford-Burnham Center for Chemical Genomics.
